proCasp7 act = counter-screen: procaspase-7 (human) activation | 0.093% of 330,000 active | activation, % at 8.5 µM | recombinant procaspase-7, Ac-DEVD-pNA absorbance 405 nm; D23A/D198A/D206A triple mutant, cannot self-cleave; scale: DMSO 0, 5 µM enzyme 100 | P55210;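 active = percent activation above the screen-wide mean plus 3 SD, cut at about 25% in these data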
Target sequence (P55210 whole entry D23A/D198A/D206A): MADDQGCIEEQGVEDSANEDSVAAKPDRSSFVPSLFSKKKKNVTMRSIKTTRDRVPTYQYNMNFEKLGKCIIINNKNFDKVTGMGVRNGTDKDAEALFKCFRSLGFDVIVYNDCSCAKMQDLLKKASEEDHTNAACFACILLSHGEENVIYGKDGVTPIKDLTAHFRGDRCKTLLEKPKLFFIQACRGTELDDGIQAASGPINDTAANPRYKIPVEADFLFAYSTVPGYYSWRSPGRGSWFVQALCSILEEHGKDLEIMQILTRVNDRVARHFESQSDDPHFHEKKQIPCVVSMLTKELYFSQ
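signal = Epi-absorbance of released pNA at 405 nm, two timepoints | assay system = Uncleavable procaspase-7 mutant enzyme | reagent = Ac-DEVD-pNA substrate, 400 µM as added | times = 1 h enzyme–compound preincubation and 2 h substrate reaction, both 25 °C | benchmarks = low DMSO alone, high DMSO plus 5 µM PC-7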
AHR act = human AHR activation; AHR-responsive luciferase reporter cells, luminescence; activation, % at 5 µM; 2.5% of 320,000 active; P35869; in the data active = activation above about 47%;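 also: 0% = vehicle wells and 100% = reference agonist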
PAFAH2 FP inh = PAFAH2 (human) inhibition. recombinant PAFAH2, FP-rhodamine activity probe, fluorescence polarization. inhibition, % at 3.39 µM. 0.99% of 340,000 active. AID 492956;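 active = inhibition above the mean over all tested compounds plus 3 SD, cut at about 30% in these data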;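 also: inhibitors block probe labeling of enzyme so polarization drops; 0% = enzyme with DMSO and 100% = wells lacking PAFAH2 protein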
PP1 inh = blocks human PP1-alpha phosphatase, a PP5 counter-screen. purified PP1alpha, OMFP fluorescence. 0.9% of 320,000 active. inhibition, % at 6.7 µM;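 active = inhibition above the mean inhibition of all tested compounds plus 3 SD, computed separately for each screening campaign, cut at about 15% in these data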
Target sequence (P62136 whole entry, looked up): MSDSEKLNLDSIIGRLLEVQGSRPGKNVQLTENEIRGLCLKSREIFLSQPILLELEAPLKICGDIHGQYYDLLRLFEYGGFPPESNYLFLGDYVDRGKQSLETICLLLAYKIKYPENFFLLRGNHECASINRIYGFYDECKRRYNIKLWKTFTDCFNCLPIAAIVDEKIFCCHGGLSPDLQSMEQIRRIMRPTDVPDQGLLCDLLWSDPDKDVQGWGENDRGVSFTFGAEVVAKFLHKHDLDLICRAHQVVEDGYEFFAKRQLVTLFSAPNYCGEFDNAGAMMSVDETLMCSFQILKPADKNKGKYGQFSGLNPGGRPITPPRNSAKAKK
HCV core dimer = HCV core protein dimerization inhibition. TR-FRET GST/Flag-core106 dimerization, 1536-well. 0.33% of 300,000 active. inhibition, % at 5 µM;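 active = inhibition above the mean of all tested compounds plus 3 SD, set per screening campaign, cut at about 45% in these data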
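test system = GST/Flag-tagged HCV core106 proteins | probe or stimulus = Eu donor and XL665 acceptor anti-tag antibodies | times = compound-protein-antibody incubation 4 h at 22.5 °C | signal = TR-FRET, excitation 340 nm, emission 617 and 671 nm | measure = percent inhibition of core106 dimerization signal | controls = wells lacking GST-core106 and wells with excess unlabelled core106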
TPT1 inh = inhibitors of Candida albicans tRNA 2'-phosphotransferase TPT1; recombinant caTPT1, FP RNA substrate dephosphorylation; inhibition, % at 5 µM; 0.81% of 300,000 active;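 active = inhibition above the mean of all tested compounds plus 3 SD, set per screening campaign, cut at about 24% in these data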;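 also: plate controls were DMSO alone for no effect and ferristatin control at 100 nM for full effect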
CTSL1 counter = blocks F. hepatica cathepsin L1 in PFM18AAP counter-screen. recombinant F. hepatica cathepsin L1, Z-Leu-Arg-MCA fluorescence. inhibition, % at 5.96 µM. 0.49% of 300,000 active. AID 1906;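 active = inhibition above the mean of all tested compounds plus 3 SD, set per screening campaign, cut at about 17% in these data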;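 also: 0% = plate median of test compound wells and 100% = 1 µM Z-Phe-Ala-diazomethylketone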
PP5 inh = inhibitors of human protein phosphatase 5 (PP5); AID 1987; 0.18% of 320,000 active; P53041; purified PP5c, OMFP substrate fluorescence; inhibition, % at 6.7 µM;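 active = inhibition above the campaign's mean inhibition across all tested compounds plus 3 SD, cut at about 9.5% in these data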;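 also: 0% = DMSO only and 100% = 100 µM cantharidin control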
proCasp3 act = activators of human procaspase-3 | P42574 | recombinant procaspase-3 D3A, Ac-DEVD-pNA absorbance 405 nm | activation, % at 8.5 µM | 0.11% of 330,000 active;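 active = activation above the mean of all tested compounds plus 3 SD, cut at about 21% in these data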;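 also: 0% = DMSO alone and 100% = DMSO wells spiked with extra 5 µM PC-3 D3A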
Target sequence (P42574 whole entry D9A/D28A/D175A): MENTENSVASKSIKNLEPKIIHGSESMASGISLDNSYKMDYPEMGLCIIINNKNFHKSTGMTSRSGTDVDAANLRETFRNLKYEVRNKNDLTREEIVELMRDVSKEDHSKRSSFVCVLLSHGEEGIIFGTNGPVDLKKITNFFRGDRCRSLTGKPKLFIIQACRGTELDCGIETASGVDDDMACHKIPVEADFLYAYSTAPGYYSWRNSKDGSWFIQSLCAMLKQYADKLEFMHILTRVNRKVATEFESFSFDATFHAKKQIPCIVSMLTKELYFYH
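Assay system – Procaspase-3 D3A mutant, all three cleavage aspartates alanine · Controls – DMSO-only low control, 5 µM PC-3 D3A high control · Schedule – 1 h compound preincubation, 2 h substrate hydrolysis at 25 °C · Signal – 405 nm absorbance of p-nitroaniline, reads at 0 and 120 min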
* = called active by the depositor; . = not tested or not shown.

SMILES	proCasp7 act	AHR act	PAFAH2 FP inh	PP1 inh	HCV core dimer	TPT1 inh	CTSL1 counter	PP5 inh	proCasp3 act
CCn1c(CNC(=O)c2ccc3c(c2)OCO3)nnc1SCC(=O)Nc1ccccc1F	5	1	15	0	0	0	-1	1.2	9
O=C(NC1CCCCC1)c1cc(-c2ccco2)on1	-10	-2	7	-2	-3	1	2	0.6	1
CCOc1cccc2sc(NC(=O)CC)nc12	6	29	4	1	6	17	-3	3.4	4
COCCn1c(SCC(=O)c2ccccc2)nc2ccccc2c1=O	-13	-2	.	3	2	-9	1	-0.7	-8
CCOc1cc(N2CCOCC2)c(OCC)cc1NC(=O)CN1CCCC(C)C1 (stereo not drawn)	14	3	10	-2	5	-2	45*	1.7	0
CN(C)c1ccc(NC(=O)CN2CCc3ccccc3C2)cc1	-6	15	-9	2	3	3	-1	2.8	-6
O=C(CCN1C(=O)c2ccccc2C1=O)Nc1cccc(S(=O)(=O)N2CCCCC2)c1	9	-6	3	2	1	1	-4	1.8	5
Cc1ccc(OCCN2C(=O)C(=O)c3cccc(C)c32)cc1	-12	1	-5	13	-2	2	1	3.1	9
N#CC1=C(N)SC2(CCCCC2)SC1c1ccccc1 (stereo not drawn)	-21	-5	3	-2	19	-1	5	-2.4	-17
COc1ccc(CNc2oc(C)nc2C#N)cc1	5	1	1	-3	-1	5	-1	2.8	3
C=C(C)Cn1c(=S)[nH]c2ccccc2c1=O	-5	0	-2	0	4	1	2	-0.8	8
Cc1ccc(S/C=C\C(=O)c2ccccc2)cc1	-1	-2	4	1	9	1	4	3.1	4
O=C(Nc1nnc(CC(=O)N2CCOCC2)s1)C1COc2ccccc2O1 (stereo not drawn)	5	-1	-5	-6	2	-1	-3	2.8	-7
COc1cccc(NC(=O)CSc2nc3c(sc4ccccc43)c(=O)n2CCCN2CCCC2)c1	1	3	2	5	-10	0	3	2.8	-4
COc1cccc(-n2nc(C(C)=O)c(C#N)c2-c2ccco2)c1	12	7	-2	0	-6	0	-1	0.4	-1

3 entries out of the list above, sorted by their value in HCV core dimer, falling:
mol | HCV core dimer
N#CC1=C(N)SC2(CCCCC2)SC1c1ccccc1 (stereo not drawn) | 19
CCOc1cccc2sc(NC(=O)CC)nc12 | 6
C=C(C)Cn1c(=S)[nH]c2ccccc2c1=O | 4

Going on with the list.
SMILES	proCasp7 act	AHR act	PAFAH2 FP inh	PP1 inh	HCV core dimer	TPT1 inh	CTSL1 counter	PP5 inh	proCasp3 act
COc1ccc(NC(=O)CCCC2CCCCC2)cc1S(=O)(=O)N1CCCCC1	5	0	-3	-1	8	-2	-5	6.9	-3
CC(OC(=O)c1cc(=O)[nH]c2ccccc12)C(=O)c1ccccc1 (stereo not drawn)	13	0	.	-5	2	-5	-2	4.6	22*
O=c1c2ccccc2nc(-c2ccc([N+](=O)[O-])cc2)n1O	-2	0	6	-4	12	-3	1	0.4	6
O=C(Nc1cccc(Cl)c1)N1CCOCC1	-6	3	1	4	-4	0	-3	3.5	6
Cc1nn(CCOc2ccccc2)c(=O)n1-c1ccc(Cl)cc1	0	6	2	-7	3	0	0	0.2	-2
CCC(C)c1ccc(NC(=O)C2=CC=CN3CCS(=O)(=O)N=C23)cc1 (stereo not drawn)	-1	7	-2	10	.	.	.	1.1	1
CC1(C(=O)OCc2cc(=O)n3cc(Br)ccc3n2)CC1(Cl)Cl (stereo not drawn)	2	9	2	0	10	4	2	0.0	-7
N=c1ccn(Cc2ccccc2Cl)cc1	2	1	4	-3	0	1	-1	3.6	3
O=[N+]([O-])c1ccc(CN2CCN(c3ccc4ccccc4n3)CC2)cc1	2	-1	-1	-3	0	-5	0	-1.0	0
CC(=O)Nc1ccc(OC(=O)COc2ccc(Br)cc2)cc1	2	2	1	3	-1	-1	-8	1.4	-2
CC(C)Cc1[nH]c(=O)c(C#N)c2c1CCCC2	12	1	-5	-5	-1	1	-1	2.0	-1
COc1ccc(-c2nc3c(-c4ccc(Cl)cc4)cnn3cc2C)cc1F	5	-1	-5	-4	1	-1	-5	-0.8	0
CC1(C(=O)N2CC3(CC(c4cccc([N+](=O)[O-])c4)=NO3)C[C@H]2C(=O)NCC(N)=O)CC1 (stereo partly drawn)	-1	4	9	2	-16	-2	-7	6.0	3
O=C(c1ccccc1)c1cccc(NC(=O)C2CC2)c1	-1	-3	3	-3	-1	1	0	-0.8	0
COc1ccc(CCNC(=O)c2ccc(COc3ccccc3OC)o2)cc1	5	3	2	-2	3	-4	5	-0.6	5

Marked active in proCasp3 act, among the entries above:
molecule	AHR act	PAFAH2 FP inh	HCV core dimer	TPT1 inh	PP5 inh	proCasp3 act
CC(OC(=O)c1cc(=O)[nH]c2ccccc12)C(=O)c1ccccc1 (stereo not drawn)	0	.	2	-5	4.6	22*

The list goes on.
SMILES	proCasp7 act	AHR act	PAFAH2 FP inh	PP1 inh	HCV core dimer	TPT1 inh	CTSL1 counter	PP5 inh	proCasp3 act
COc1ccccc1-c1nnc(SCC(=O)O)n1-c1ccccc1	5	10	6	-2	-2	-7	0	-0.5	0
COC(=O)CCc1c(C)c(C#N)c2nc3ccccc3n2c1N1CCCC1	9	3	-8	1	-1	-2	3	-0.1	1
CC1C(=O)N2CCCc3cc(NC(=O)C4CCCCC4)cc1c32 (stereo not drawn)	5	2	1	-6	2	0	4	0.5	2
CCOC(=O)N1CCN(C(=O)c2ccc3c(=O)n(-c4ccccc4F)c(=S)[nH]c3c2)CC1	3	1	-2	-3	-2	-4	1	1.5	-4
O=C(CCSCc1ccccc1Cl)NC1CCCCC1	5	3	5	1	-5	-3	1	1.6	0
CN1CCC(N(C)S(=O)(=O)c2ccc(NC(=O)c3cccc(C#N)c3)cc2)CC1	2	-1	0	-3	.	.	.	1.1	6
O=C1c2ccccc2C(=O)N1OCCOCCOCCON1C(=O)c2ccccc2C1=O	5	8	-3	0	-3	2	0	3.0	3
CC(C)(C)C(=O)CN1C(=O)NC2(CCCc3ccccc32)C1=O (stereo not drawn)	2	1	-1	-1	1	2	-2	1.6	0
CN(C)c1ccc(CNC(=O)CN(C)S(=O)(=O)c2ccc3c(c2)c(=O)n(C)c(=O)n3C)cc1	0	0	2	-3	-8	0	1	-1.1	-4
O=C(CNC(=O)c1ccc2c(c1)OCO2)N/N=C/c1cccc([N+](=O)[O-])c1	3	2	1	-2	0	-1	1	0.7	4
Cc1sc2nc(CSc3ccc([N+](=O)[O-])c(C(F)(F)F)c3)[nH]c(=O)c2c1C	12	83*	6	27*	6	22	3	1.1	5
O=C(Nc1ccc2oc(-c3cccc(F)c3)nc2c1)c1ccccc1F	-8	-8	-6	3	-45	3	-1	3.5	3
OC(COc1ccccc1)CN1CCN(C(c2ccccc2)c2ccccc2)CC1 (stereo not drawn)	5	0	-3	7	-1	-5	4	3.3	4
N/C(Cc1ccc(Cl)cc1Cl)=N\OC(=O)Cc1cccs1	1	3	-4	1	-4	-1	-43	0.4	5
COCCn1c(SCC(=O)NNC(=O)c2ccc(OC)c(OC)c2)nc2ccccc2c1=O	-3	1	-3	-3	-4	3	10	-0.2	-4

Single records (already shown). Values in the order: proCasp7 act | AHR act | PAFAH2 FP inh | PP1 inh | HCV core dimer | TPT1 inh | CTSL1 counter | PP5 inh | proCasp3 act
O=C(CCSCc1ccccc1Cl)NC1CCCCC1 in the list: 5 | 3 | 5 | 1 | -5 | -3 | 1 | 1.6 | 0
O=[N+]([O-])c1ccc(CN2CCN(c3ccc4ccccc4n3)CC2)cc1 in the list: 2 | -1 | -1 | -3 | 0 | -5 | 0 | -1.0 | 0

Additional entries.
SMILES	proCasp7 act	AHR act	PAFAH2 FP inh	PP1 inh	HCV core dimer	TPT1 inh	CTSL1 counter	PP5 inh	proCasp3 act
CCCn1nc2cc(C(=O)NCCc3cccs3)ccc2c1OCC	18	26	7	1	3	-3	2	-0.2	4
Cc1cccc(-n2c(-c3ccccc3)c[nH]c2=S)c1C	-25	6	-5	-6	14	-1	-3	2.0	-15
CNC(=O)COC(=O)c1nc(-n2nc(C)cc2C)ccc1Cl	7	5	1	-5	-3	-5	-5	-1.3	4
CCC(C)n1c(=N)c(C#N)cc2c(=O)n3cccc(C)c3nc21 (stereo not drawn)	-26	7	-5	1	-3	-2	-1	0.7	-26
Cc1ccc(S(=O)(=O)N/N=C/c2cnn(C)c2C)cc1	-3	11	3	-5	-3	1	2	2.5	-9
CC(C)(C)c1ccc(C(=O)NN=C2CCCC2)cc1	8	0	-1	0	-6	-3	-6	1.4	-5
Cc1cccc(OCCCOc2cccc3cccnc23)c1C	7	2	12	6	10	-5	3	3.9	-6
O=C(COC(=O)C12CC3CC(CC(O)(C3)C1)C2)Nc1ccc(Cl)cc1F	-1	-1	27	-3	.	.	.	2.7	6
CCn1nnc2cc(C(=O)NCCc3ccccc3F)ccc21	6	-4	2	-1	-5	0	3	2.6	1
Cc1cccc(C)c1NC1=NC(=S)N(c2ccc(C(=O)O)cc2)C12CCCCC2	-1	9	0	9	5	-2	-5	-1.0	-2
Cc1ccc(CNS(=O)(=O)c2ccc(Br)s2)cc1	-9	2	3	3	-2	-1	-5	4.0	0
Clc1nc(NCc2ccco2)nc(N2CCCCC2)n1	1	3	1	0	3	3	0	2.6	-1
Cc1ccc(C)c(OCc2cc(C(=O)N3CCNC(=O)C3)no2)c1	-2	8	-4	-3	-8	-7	0	-2.7	7
O=c1c2ccccc2c(-c2ccccc2)nn1Cc1c(Cl)cccc1Cl	10	0	-10	-4	7	2	-7	2.7	-3
COC(C/C=C\[C@@H](O)[C@@H](C)OCc1ccccc1)OC	9	-5	-4	-6	2	1	-4	-0.6	0
CCCCCCc1nc(C(N)=O)c2[nH]c(=O)n(-c3ccc(OC)cc3OC)c2n1	2	6	9	2	15	-5	1	2.5	0

2 compounds drawn at random from those above, as already listed:
SMILES	proCasp7 act	AHR act	PAFAH2 FP inh	PP1 inh	HCV core dimer	TPT1 inh	CTSL1 counter	PP5 inh	proCasp3 act
CCCCCCc1nc(C(N)=O)c2[nH]c(=O)n(-c3ccc(OC)cc3OC)c2n1	2	6	9	2	15	-5	1	2.5	0
CCC(C)n1c(=N)c(C#N)cc2c(=O)n3cccc(C)c3nc21 (stereo not drawn)	-26	7	-5	1	-3	-2	-1	0.7	-26

Screens: PubChem BioAssay, The Scripps Research Institute Molecular Screening Center
